HepG2 tox: kills HepG2 cells in TGF-b inhibitor counter-screen. HepG2 CAGA-GFP viability, ATP luminescence, 18 h. Potency, µM (doses to about 46.1 µM), inactives show at the top dose activity change, negative = cytotoxicity, hits mostly cytotoxic. 410,000 compounds, 0.76% hits; further: potency means the concentration at half of the fitted maximal effect; some results filed as inactive show a strong effect at the top dose
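CellTiter-Glo luminescence gave cytotoxicity after 18 hours at 37 degrees C. The cells were HepG2 CAGA-GFP in 1% FBS DMEM, stimulated with 500 pg/mL TGF-beta after compound addition. %Activity was normalised to no-cell wells (complete cell-killing) and DMSO (no toxicity), and curves were fitted and classified.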
Mm-Cpn inhibitor: inhibitors of Methanococcus maripaludis chaperonin (MmCpn); purified Mm-Cpn ATPase, ADP Transcreener TR-FRET; Potency, µM (series often up to 76.9 µM), for the others: at the highest dose activity, negative = inhibition, actives largely listed as inhibitors; 330,000 compounds, 0.031% hits; AID 504842; further: potency means the concentration at half of the fitted maximal effect; on the % scale 0 is the no-effect control and ±100 the full control effect; nearly all actives have a fitted effect of over 80% in size
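ATPase turnover read by TR-FRET ADP competition (Eu cryptate antibody/ADP-d2, 665/590 nm): 10uM ATP final, 25nM Mm-CPN final, 30 min 37degC after 10-min compound preincubation, pH 7.4 Tris/KCl/MgCl2/DTT buffer.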
CCT modulator: modulators of cytosolic chaperonin (CCT/TRiC) activity; purified chaperonin ATPase assay, HTRF ADP detection, 30 min; activity change, % (test concentration not listed), hits read low; 360,000 compounds, 0.3% hits; in the data active means activity change below about -30%; further: on the % scale 0 is the no-effect control and ±100 the full control effect
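First, chaperonin was dispensed at 40 nM or 20 nM final depending on batch activity. Next, compounds were pinned at 76 uM and ATP added at 10 uM. After 30 min at 37 °C, ADP detection reagents ran 30 min at ambient temperature.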
Akt phos inh: blocks phosphorylation of Akt | Neuro2A IGF-stimulated pAkt S473 HTRF, 20 min; active compounds read low | activity change, % for hits at 50 µM | 360,000 compounds, 0.32% hits | AID 651550; in the data active means activity change below about -80%; inconclusive means mostly about -51% to -80%; further: on the % scale 0 is the no-effect control and ±100 the full control effect
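Neuro2A cells (4,500/well, DMEM with 0.5% FBS) were treated with compound at a single 50 µM final concentration, stimulated with 6 nM IGF for 20 min at 37 °C, and lysed. Phospho-Akt Ser473 was read by HTRF as 665/615 ratio ×10^4.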
Nrf2 inh: inhibitors of Nrf2 signaling | A549 ARE-Fluc reporter, luciferase luminescence, 18-24 h | Potency, µM (highest dose often 46 µM), without a hit: top-dose activity change, negative = inhibition, most hits filed as inhibitors | 360,000 compounds, 2.1% hits; further: potency means the concentration at half of the fitted maximal effect; on the % scale 0 is the no-effect control and ±100 the full control effect; nearly all actives have a fitted effect of over 60% in size
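Nrf2 activity is the BugLite luminescence, read 15 min after reagent at room temperature, following CellTiter-Fluor cytotoxicity readout (30 min, 37C). Compound titrations were applied for 18-24 h to 5000 A549 ARE_Fluc cells/well in 5% FBS OPTI-MEM.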
TGFb SMAD3 inh: inhibitors of TGF-b signaling; HepG2 CAGA-GFP TGF-b/SMAD3 reporter, GFP fluorescence, 18 h; TGF-beta stimulated, 500 pg/mL final; Potency, µM (titrated, usually from 46.1 µM), for the others: at the highest dose activity, negative = inhibition, actives largely listed as inhibitors; 410,000 compounds, 1.2% hits; AID 588855; further: potency means the concentration at half of the fitted maximal effect; on the % scale 0 is the no-effect control and ±100 the full control effect; nearly all actives have a fitted effect of over 65% in size
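Smad-responsive CAGA-GFP expression was quantified in HEPG2 cells exposed to compounds and 500 pg/mL final TGF-beta for 18 h at 37 degrees C; unstimulated wells defined full inhibition.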
S2 tox: cell viability loss in ATXN counter-screen; AID 651635; S2 cells (HEK-293 line with an ATXN2-luciferase reporter) viability, CellTiter-Fluor protease fluorescence, 24 h; 400,000 compounds, 0.49% hits; Potency, µM (top dose mostly 56.7 µM), actives largely listed as cytotoxic; further: potency means the concentration at half of the fitted maximal effect; nearly all actives have a fitted effect of over 40% in size
Nrf2 ARE act: activators of Nrf2 (ARE) signaling; 410,000 compounds, 0.31% hits; AREc32 ARE-luciferase reporter (MCF7-derived line), luminescence, 24 h; Potency, µM (top dose mostly 46.1 µM), without a hit: at the highest dose activation, most hits filed as activators; further: potency means the concentration at half of the fitted maximal effect; % of control where 0% means no effect; nearly all actives have a fitted effect of over 65% in size
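For detection, Steady-Glo was added and plates sat 30 min at RT; before that, AREc32_Fluc cells grown overnight in OPTI-MEM/5% FBS had been treated with 23 nL compound for 24 hr at 37 deg C.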
A549 tox: counter-screen for Nrf2 inhibitors: cytotoxicity in A549 cells; Potency, µM (doses to about 46 µM), without a hit: at the top dose activity change, negative = cytotoxicity, hits mostly inhibitors; A549 ARE-Fluc cells, CellTiter-Fluor viability, 18-24 h; 390,000 compounds, 0.16% hits; further: potency means the concentration at half of the fitted maximal effect; on the % scale 0 is the no-effect control and ±100 the full control effect
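Cytotoxicity counterscreen: CellTiter-Fluor fluorescence was measured in A549 ARE_Fluc cells after 18-24 h of compound exposure in a concentration series. The subsequent BugLite luminescent read reports ARE-luciferase activity.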
* hit, by the source's call; i = inactive; ? = inconclusive; . = not tested or not shown; [ ] = dose if it differs, or a comment. Unless noted, the call rests on the fitted dose curve; in most records, active means well fitted curve in the direction sought with a large enough effect; inconclusive means small, poorly fitted or top-dose-only effect, or another doubt; inactive means no such curve, though single readings can be large; an effect the other way counts as inactive or inconclusive. Compounds were not picked by outcome; about 4.4% have a hit in one of these screens.

compound | HepG2 tox | Mm-Cpn inhibitor | CCT modulator | Akt phos inh | Nrf2 inh | TGFb SMAD3 inh | S2 tox | Nrf2 ARE act | A549 tox
CN(Cc1ccc(Cl)cc1)C(=O)c1cc(S(=O)(=O)N2CCOCC2)ccc1N1CCCC1 | -5.4% | 0.8% | -0.6 | i | -8.0% | -12.9% | i | -0.3% | -9.8%
CCCSc1nc(C)c(C(C)=O)cc1C#N | 4.8% | 0.8% | -0.7 | i | 8.9% | -2.5% | i | ? | 1.8%
O=C1C(Cc2c[nH]c3ccccc23)NC(=S)N1C1CCCCC1 (configuration not stated) | -20.9% | 0.6% | 0.4 | i | ? | -2.2% | i | 0.2% | -2.2%
O=C(NCc1nnc(SCC(=O)N2CCN(c3ccccc3)CC2)o1)c1c(F)cccc1Cl | -0.8% | -10.0% | 1.8 | i | -12.2% | -2.4% | i | -0.1% | -2.5%
O=C(C1COc2ccccc2O1)N(Cc1cccnc1)c1nc2c(Cl)cccc2s1 (configuration not stated) | -32.3% | . | . | . | . | -23.3% | . | 4.4% | 0.6%
CCCOc1ccc(C(O)(CCC)CCN2CCCCC2)cc1 (configuration not stated) | -16.8% | 2.3% | -1.2 | i | ? | -17.3% | i | -0.4% | -8.7%
CC(/C=N/NC(=O)c1ccccn1)=C\c1ccco1 | -43.8% | 1.4% | -0.4 | i | 15.4% | -16.6% | i | ? | 40.2%
CC1CCN(Cc2nnnn2CCCC(=O)N(C)C(C)c2ccccn2)CC1 (configuration not stated) | -6.2% | -0.2% | 0.8 | i | 12.0% | 2.6% | i | 0.3% | 0.0%
CCOC(=O)c1ccccc1NC(=O)Cc1c(C(=O)O)n(C)c2ccccc12 | -7.3% | 1.3% | -0.1 | i | -16.5% | 0.0% | i | 0.1% | -11.9%
COc1ccc(-c2[nH]ncc2CNCCn2cccn2)c(F)c1 | 4.1% | -2.0% | 1.2 | i | 8.4% | 13.0% | i | -0.6% | -1.3%
Cc1cccn2c(=O)c3cc(C(=O)NCc4ccc(F)cc4)c(=N)n(CCCN4CCOCC4)c3nc12 | -9.9% | . | -0.7 | i | -4.0% | 2.3% | i | 1.8% | -2.1%
Cc1ccc(C)c(OCCC(=O)Nc2cccc(S(=O)(=O)N3CCCCC3)c2)c1 | -5.1% | 0.9% | -1.9 | i | ? | 12.6µM* | i | 0.0% | ?
CCOc1cc(C)c(Cl)cc1S(=O)(=O)N(C)C | -18.0% | -0.5% | -20.1 | i | . | 3.2% | i | -0.1% | -18.1%
CC(C)(C)c1cc(C(=O)CCN2CCOCC2)cc(C(C)(C)C)c1O | -78.0% | 1.6% | -3.4 | i | 1.8% | ? | i | 28.3% | 2.3%
CCOP(=O)(OCC)c1nc(-c2ccc(F)cc2)oc1NCc1ccccc1 | -7.1% | -0.1% | -0.6 | i | -6.6% | -5.3% | . | 3.4% | 15.3%
COC(=O)Nc1nnc(Cc2ccccc2)s1 | -23.9% | -0.4% | -1.0 | i | -3.2% | 15.6% | i | -0.1% | 1.1%
CCOCCn1ccc2c(OCC(=O)Nc3ccc(OC)c(OC)c3)cccc2c1=O | -3.5% | -3.3% | -1.8 | i | 11.6µM* | -7.2% | ? | -0.2% | -18.1%
CCc1nc2ccccc2n1CC(O)COCC1CC=CCC1 (configuration not stated) | -0.4% | -1.6% | 0.6 | i | -23.2% | -15.0% | i | -0.5% | -9.7%
CCCCNc1cc(Cl)nc(N)n1 | 14.7% | -1.5% | -1.2 | i | 8.5% | -1.8% | i | 2.4% | 0.0%
COC(=O)c1ccn(CSc2c(F)c(F)cc(F)c2F)n1 | 5.4% | -1.2% | 3.6 | i | 6.4% | 7.2% | i | -0.2% | -7.4%
Cc1cc(C)c(C#N)c(SCc2ccc3c(c2)OCO3)n1 | -8.5% | 0.1% | 0.8 | i | ? | -15.5% | i | -0.1% | -2.7%
CCc1ccc(N2CC(C(=O)N/N=C/c3ccccc3OC)CC2=O)cc1 (configuration not stated) | -26.4% | 1.0% | -6.3 | i | 4.3% | -12.0% | ? | -0.4% | -7.4%
O=C(COc1ccccc1Cl)Nc1ccc2nc(SCC(=O)N3CCOCC3)sc2c1 | 2.0% | . | . | . | -18.5% | 0.0% | . | -0.9% | -1.3%
Fc1ccc(-n2c(-c3ccco3)nc3nc4ccccc4nc32)cc1 | -6.1% | -0.3% | -3.4 | i | 11.5% | 25.3% | i | 3.9% | -1.0%

Two records drawn at random from the list so far, as already listed:
compound | HepG2 tox | Mm-Cpn inhibitor | CCT modulator | Akt phos inh | Nrf2 inh | TGFb SMAD3 inh | S2 tox | Nrf2 ARE act | A549 tox
CN(Cc1ccc(Cl)cc1)C(=O)c1cc(S(=O)(=O)N2CCOCC2)ccc1N1CCCC1 | -5.4% | 0.8% | -0.6 | i | -8.0% | -12.9% | i | -0.3% | -9.8%
CCc1nc2ccccc2n1CC(O)COCC1CC=CCC1 (configuration not stated) | -0.4% | -1.6% | 0.6 | i | -23.2% | -15.0% | i | -0.5% | -9.7%

More records follow.
compound | HepG2 tox | Mm-Cpn inhibitor | CCT modulator | Akt phos inh | Nrf2 inh | TGFb SMAD3 inh | S2 tox | Nrf2 ARE act | A549 tox
CN(CC(=O)Nc1ccccc1Br)C(=O)CCc1ccccc1 | -12.7% | 1.4% | -1.7 | i | -7.7% | -5.4% | i | 0.4% | -0.3%
CCCCCCOc1ccc(N2C(=O)CC(NCCc3ccc(S(N)(=O)=O)cc3)C2=O)cc1 (configuration not stated) | 2.4% | -1.4% | -1.2 | i | -10.8% | -11.4% | i | -0.4% | -6.2%
Cc1cc(=O)oc2cc(OC(=O)CCCCCN3C(=O)c4ccccc4C3=O)ccc12 | 6.7% | -7.7% | -0.4 | i | 15.1% | -0.3% | i | -0.6% | 0.8%
O=C(C1CC(c2ccc(F)cc2)=NO1)N1CCN(c2ccccc2)CC1 (configuration not stated) | -0.3% | -1.0% | -0.9 | i | 5.8% | -0.9% | ? | -0.4% | 0.0%
Cc1ccc(-n2nnc3c(SCC(=O)NCc4ccco4)ncnc32)cc1 | -30.2% | -1.3% | -0.3 | i | ? | ? | ? | 10.3% | -15.0%
COc1ccccc1NC(=O)C(C)NS(=O)(=O)c1ccc(Cl)cc1 (configuration not stated) | 10.5% | 0.9% | -2.5 | i | -7.7% | 17.1% | i | -0.7% | 2.8%
CC(C)(C)[C@@H]1COC(=O)[C@@H](Cc2ccc(F)cc2)CC/C=C\C[C@@H](CC(=O)N(CCO)Cc2ccccc2)C(=O)N1 | 2.2% | 1.0% | 1.0 | i | ? | -25.5% | ? | 6.0% | ?
CSCCC(C(=O)OCC(=O)c1ccc(C)c(C)c1)N1C(=O)c2cc(Cl)c(Cl)cc2C1=O (configuration not stated) | -18.9% | -0.5% | -1.2 | i | 4.7% | 3.0% | i | 2.6% | -5.5%
COc1ccc(NC(=O)Nc2cccc3c2O[C@H](CN(C)S(=O)(=O)c2ccc(OC)cc2)[C@@H](C)CN([C@H](C)CO)C3=O)cc1 | -4.1% | -0.7% | -0.9 | i | -13.7% | ? | i | 1.2% | -2.1%
COC(=O)c1sccc1NN1C(=O)c2ccccc2C1=O | 19.1% | 2.8% | -3.7 | i | 0.8% | -0.4% | i | 0.3% | -1.2%
CC(=O)Nc1ccc(C(=O)N2CCCCC2c2cc(C(=O)NCc3ccc(F)cc3)no2)cc1 (configuration not stated) | 0.4% | . | -0.4 | i | . | -2.4% | i | -1.0% | .
Cc1ccc(OCC(=O)NNc2c3ccccc3nc3ccccc23)cc1 | -29.3% | -0.8% | -0.4 | i | 18.4µM* | -49.1% | ? | 0.0%[9.22 µM] | ?
CCOC(=O)c1ccc(NC(=O)c2ncn(-c3ccccc3)n2)cc1 | 0.5% | . | . | . | 3.0% | 6.8% | i | 0.9% | -5.0%
O=C(NCc1ccccc1)c1onc(CSc2nc3ccccc3[nH]2)c1C(=O)NCc1ccccc1 | -16.2% | -0.2% | 2.0 | i | ? | -10.1% | i | 3.2% | -15.4%
O=S(=O)(Nc1ncnc2sc3c(c12)CCC3)c1ccc(Cl)s1 | -26.4% | -1.7% | -0.7 | i | ? | ? | i | 3.8% | -10.3%
O=C(C1CC1)n1cc(C(=S)N2CCOCC2)c2ccccc21 | 12.1% | 0.6% | 0.3 | i | 10.5% | 0.2% | i | -0.6% | 5.0%
CC1(C)CC(=O)c2cc(C#N)c(=O)n(-c3ccc(Cl)cc3)c2C1 | -13.7% | . | . | . | -4.3% | -3.4% | i | -0.2% | -0.5%
CCCCCCCC(=O)Nc1cc(C(=O)NCCC)ccc1N1CCC2(CC1)CC(c1cccc(Br)c1)=NO2 | -1.5% | -1.3% | -2.4 | i | 20.6% | -0.1% | ? | -0.1% | 9.5%
COc1cccc(NC(=O)N(C)C[C@H]2Oc3cc(Br)ccc3S(=O)(=O)N([C@H](C)CO)C[C@H]2C)c1 | -7.7% | . | -1.1 | i | . | 3.1% | i | 3.2% | .
Cc1csc(=O)n1CCC(=O)OCC(=O)Nc1ccc(S(N)(=O)=O)cc1 | -10.6% | 3.0% | 0.6 | i | -10.0% | -2.6% | i | -0.6% | -4.7%
c1ccc(-n2c(SCC3CCCCO3)nnc2-c2cnccn2)cc1 (configuration not stated) | 10.3% | . | -1.8 | i | ? | 0.0% | i | -0.1% | -22.5%
O=C(O)c1ccc2c(c1)C(=O)N(C(Cc1ccc(O)cc1)C(=O)O)C2=O (configuration not stated) | 22.3% | -0.4% | -0.5 | i | -8.1% | -4.7% | i | 0.2% | -1.7%
O=C(Nc1cccnc1)NC1CCCCC1 | -2.4% | -2.3% | -0.1 | i | 24.9% | 2.1% | i | 0.7% | -0.7%
